KCNH2 3.1 inh: KCNH2 3.1 (human) potassium channel inhibition; activity change, % (tested at about 1.8 µM); AID 720553; 340,000 tested, 0.95% active; U2OS KCNH2 3.1, thallium flux FluxOr; active compounds read low;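 active = maximum activity change below -70%; inconclusive = maximum activity change from -70% to -50%; inactive = maximum activity change above -50%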;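 also: thallium influx rate constant from kinetic fluorescence after stimulation buffer; % is scaled to controls: 0 for no effect and ±100 for the full control effect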
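FluxOr-based Tl+ influx in U2OS cells transduced with KCNH2 3.1 virus; rate constants normalized to DMSO controls.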
MBNL1 CUG block: blocks human MBNL1 binding to CUG repeat RNA; 280,000 tested, 0.036% active; TR-FRET MBNL1-His/biotin-(CUG)12 binding, 665/545 ratio; Q9NR56; Potency, µM (titrated, usually from 57.5 µM), for inactives: at the top dose activity change, negative = inhibition, most hits filed as inhibitors; active = well fitted inhibition curve with a large enough effect in the signal ratio, with a control signal flat, not every such curve was filed as active; inconclusive = small, poorly fitted or top-dose-only effect, or effect the other way, or a change in a side signal; inactive = no such curve, though single readings can be large or run the other way; the % refers to the signal ratio; also: potency is read from the fitted curve at half-maximal effect; % is scaled to controls: 0 for no effect and ±100 for the full control effect
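TR-FRET between His-tagged MBNL1 and biotin-(CUG)12 RNA, detected with Tb anti-His antibody (0.055 ng/ul) and streptavidin-XL665 (5 nM), 60 min at room temperature. Compounds titrated 92 nM to 58 uM; 665/545 nm ratio normalized to buffer and complex controls.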
TRPV1 agonist: human TRPV1 agonism. 320,000 tested, 0.19% active. activation, % at 8.33 µM. AID 540275. Q8NER1. TRPV1-expressing cells, Fluo-8 calcium influx, agonist mode; in the data active = activation above about 80%; inconclusive = between about 30% and that limit; also: 0% is about no effect
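Cells expressing TRPV1 were dye-loaded with Fluo-8 and read kinetically: 10 s baseline, 3 min after compound (agonist portion), then 2 min after EC20 capsaicin (allosteric enhancer portion). Calcium-bound dye fluorescence at 480/520 nm.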
S-ASM inh: inhibitors of human secretory acid sphingomyelinase; placental ASM, HMU-PC fluorogenic substrate, 60 min; Potency, µM (highest dose often 57.5 µM), inactives show at the top dose activity change, negative = inhibition, actives largely listed as inhibitors; 340,000 tested, 0.006% active; AID 504937; also: potency is read from the fitted curve at half-maximal effect
Target sequence (P17405 47-631 limits assumed): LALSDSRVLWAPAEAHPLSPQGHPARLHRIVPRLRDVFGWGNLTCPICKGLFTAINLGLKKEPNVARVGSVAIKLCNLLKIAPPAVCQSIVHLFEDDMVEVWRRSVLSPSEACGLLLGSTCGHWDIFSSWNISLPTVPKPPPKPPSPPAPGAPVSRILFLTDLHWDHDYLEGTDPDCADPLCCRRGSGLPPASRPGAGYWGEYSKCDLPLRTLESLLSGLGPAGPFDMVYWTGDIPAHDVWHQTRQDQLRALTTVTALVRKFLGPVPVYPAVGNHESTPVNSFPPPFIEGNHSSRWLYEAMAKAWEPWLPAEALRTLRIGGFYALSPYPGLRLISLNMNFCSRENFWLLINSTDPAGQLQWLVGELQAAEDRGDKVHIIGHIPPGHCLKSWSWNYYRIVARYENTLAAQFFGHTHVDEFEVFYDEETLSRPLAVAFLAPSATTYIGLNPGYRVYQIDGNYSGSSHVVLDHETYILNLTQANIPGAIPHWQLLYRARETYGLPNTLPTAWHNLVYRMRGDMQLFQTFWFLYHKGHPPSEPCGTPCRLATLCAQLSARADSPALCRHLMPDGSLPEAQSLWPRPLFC
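qHTS format. ASM enzyme prepared from human placenta hydrolyses the fluorogenic substrate HMU-PC0 (9 uM final) over 60 min at 37 °C after a 10 min compound preincubation.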
KCNH2 WT inh: KCNH2 (human, wildtype) channel inhibition | U2OS, BacMam KCNH2, thallium flux FluxOr; active compounds read low | activity change, % at 1.84 µM | 340,000 tested, 0.37% active;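 active = maximum activity change below -70%; inconclusive = maximum activity change between -70% and -50%; inactive = maximum activity change above -50%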; also: % is scaled to controls: 0 for no effect and ±100 for the full control effect
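U2OS cells were transduced with wild-type KCNH2 virus (2.03 x 10^8 / mL) for 4 h at room temperature, then cultured overnight at 37 C. Thallium flux was read with FluxOr dye. Rate constants were normalized to DMSO controls.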
A-T KAP1 phos: potential ataxia-telangiectasia treatments restoring KAP-1 phosphorylation; […] A-T fibroblasts, KAP-1 phosphorylation AlphaLISA; neocarzinostatin DNA damage 30 min before lysis; Potency, µM (titrated, usually from 57.5 µM), without a hit: at the top dose activation, usual class: activators; 320,000 tested, 0.19% active; AID 485349; also: potency is read from the fitted curve at half-maximal effect; % of control where 0% means no effect; nearly all actives have a fitted effect of over 45% in size
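hTERT-immortalized A-T patient fibroblasts ([…]), 500 cells/well in OPTI-MEM, 1% FBS, got compounds for 60 min, then NCS for 30 min at 37C. Lysates were then assayed for phospho-KAP-1 by AlphaLISA (anti-pKAP1 donor, anti-KAP1 acceptor beads), 6 hr at 25C.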
MLL CXXC-DNA inh: blocks binding of human MLL CXXC domain to DNA. Q03164. MLL-CXXC / FITC-HOXA9 DNA fluorescence polarization. Potency, µM (highest dose often 115 µM), for inactives: at the highest dose activity change, negative = inhibition, usual class: inhibitors. 290,000 tested, 0.037% active; active = well fitted inhibition curve with a large enough effect in the polarisation, with a control signal flat, not every such curve was filed as active; inconclusive = small, poorly fitted or top-dose-only effect, or effect the other way, or a change in a side signal; inactive = no such curve, though single readings can be large or run the other way; the % refers to the polarisation; also: potency is read from the fitted curve at half-maximal effect
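Steps: dispense CXXC domain solution (7 uM) → pin compounds or unlabeled HOX-A9 DNA control → 5 min ambient → add FLSN-HOX-A9 solution (50 nM) → spin → 30 min ambient → fluorescence polarization. Tris pH 7.5/NaCl/DTT/BSA buffer.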
FBPA coupling cs: coupling enzyme interference in Giardia aldolase counter-screen; 290,000 tested, 0.67% active; activity change, negative = inhibition, % at 58.2 µM, hits read low; coupling enzyme system counterscreen, AmpLite Red fluorescence; in the data active = activity change below about -30%; also: % is scaled to controls: 0 for no effect and ±100 for the full control effect
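Activity here indicates interference with the coupling reaction, not aldolase inhibition. Compounds at 57.5 uM final met coupling enzymes for 10 min at RT; substrate and AmpLite Red detection followed, with a 525/598 nm fluorescence read after 20 min.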
GALK inhibitor: blocks human galactokinase activity; 270,000 tested, 0.007% active; AID 1868; Potency, µM (titrated, usually from 57.5 µM), for inactives: top-dose activity change, negative = inhibition, most hits filed as inhibitors; Purified GALK, Kinase-Glo residual ATP luminescence; also: potency is read from the fitted curve at half-maximal effect; % is scaled to controls: 0 for no effect and ±100 for the full control effect
Target sequence (P51570 whole entry, looked up): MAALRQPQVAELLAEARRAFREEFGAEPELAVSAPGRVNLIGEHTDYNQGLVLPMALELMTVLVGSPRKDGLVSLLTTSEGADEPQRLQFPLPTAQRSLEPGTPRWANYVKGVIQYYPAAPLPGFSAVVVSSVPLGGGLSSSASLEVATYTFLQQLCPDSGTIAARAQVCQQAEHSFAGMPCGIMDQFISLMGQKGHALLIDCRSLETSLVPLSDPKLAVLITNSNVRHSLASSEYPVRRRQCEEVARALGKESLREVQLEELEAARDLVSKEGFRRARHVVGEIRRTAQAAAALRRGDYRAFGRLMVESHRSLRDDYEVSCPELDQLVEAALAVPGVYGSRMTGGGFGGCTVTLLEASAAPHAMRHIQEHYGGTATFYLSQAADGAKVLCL
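Galactose (100 uM) and ATP (35 uM) were turned over by 5 nM GALK for 1 h at RT. Kinase-Glo Plus then converted the remaining ATP into a luminescent signal.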
Integrin act MD: integrin-mediated muscular dystrophy alleviation activation; Potency, µM (top dose mostly 38.3 µM), without a hit: at the highest dose activation, hits mostly activators; alpha7betagal myoblasts, beta-gal FDG fluorescence, 48 h; 350,000 tested, 0.064% active; AID 624291;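 also: potency is read from the fitted curve at half-maximal effect; 100% = response of the positive control SU9516; nearly all actives have a fitted effect of over 60% in size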
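Alpha7betagal+/- myoblasts (passage 13) were plated 16-24 hr, then exposed to compounds (1:260 dilution of DMSO stock) for 48 hours at 37C. After MPER lysis, β-galactosidase reporter activity was read as FDG fluorescence (ex 480/em 540) after 30 minutes.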
The depositor's hits bear a star; ? = inconclusive; . = not tested or not shown; [ ] = remark or other dose. Unless noted, calls follow the shape of the dose curve; as a rule, active = well fitted curve in the direction sought with a large enough effect; inconclusive = small, poorly fitted or top-dose-only effect, or another doubt; inactive = no such curve, though single readings can be large; an effect the other way counts as inactive or inconclusive.

molecule,KCNH2 3.1 inh,MBNL1 CUG block,TRPV1 agonist,S-ASM inh,KCNH2 WT inh,A-T KAP1 phos,MLL CXXC-DNA inh,FBPA coupling cs,GALK inhibitor,Integrin act MD
O=C(NC(=S)Nc1ccc(S(=O)(=O)Nc2ncccn2)cc1)c1ccc(Br)cc1,.,7%,0,-6%,.,.,-10%,1,0%,-5%
CC1CN(S(=O)(=O)c2ccc(C(=O)O)cc2)CC(C)O1 (stereo not given),-15,2%,2,4%,-13,-12%,5%,11,3%,-2%
Cc1cc(OCc2cc(C(=O)NCCN3CCCCC3CO)no2)cc(C)c1Cl (stereo not given),-4,3%,3,-1%,-26,12%,2%,.,-4%,-57%[inhibitor]
Cc1ccc(/C=C/c2ccc(N(C)C)cc2)[n+](C)c1,2,?,4,?,-9,-33%,9%,0,1%,-58%[inhibitor]
CCc1ccc(N2CC(C(=O)N/N=C/c3cc([N+](=O)[O-])ccc3O)CC2=O)cc1 (stereo not given),-40,13%,3,-10%,7,8%,6%,2,-1%,9%
Cc1ccc2cc(CN(c3ccc(C)c(C)c3)S(C)(=O)=O)c(=O)[nH]c2c1,-21,8%,-6,-7%,1,-2%,-6%,-2,2%,-9%
COCCCNC(=S)Nc1cc(C)c(C)cc1C,5,-4%,-1,4%,15,2%,0%,0,3%,0%
Cn1cccc1C(=O)NC(=O)COC(=O)c1ccccc1O,6,?,12,2%,-2,7%,7%,2,1%,4%
O=C(Nc1sc2c(c1C(=O)NCc1cccnc1)CCCC2)c1ccco1,-7,71%[activator],21,2%,-29,-9%,0%,-2,0%,-16%
COc1ccc(OC)c(NC(=O)c2ccc3c(c2)C(=O)N(c2ccc(OC(C)=O)cc2)C3=O)c1,8,?,9,-1%,3,34%,-4%,9,5%,-13%
O=C1CCc2cc(S(=O)(=O)Nc3ccccc3Cl)ccc2N1,6,.,-6,0%,14,2%,.,.,.,-37%
CCc1ccc(NC2=NCC(c3ccccc3)S2)cc1 (stereo not given),-21,-1%,5,3%,5,-2%,1%,1,10%,-20%
CCOc1ccc(N2C(=O)c3cccnc3C2Nc2ccc(OC)cc2)cc1 (stereo not given),-27,-4%,1,4%,10,2%,-7%,2,-4%,13%
O=C(/C=C/c1ccccc1Cl)Nc1ccc(S(=O)(=O)Nc2ncccn2)cc1,-24,16%,4,-7%,-7,2%,2%,9,5%,17%
CCOc1ccc(C2CC(c3ccccc3)Nc3nc(N)nn32)cc1 (stereo not given),-4,-5%,2,0%,-10,0%,4%,0,5%,0%
CC(C)(C)NC(=O)C(c1ccc(-c2ccccc2)cc1)N(C[C@H]1CC[C@@H]([C@@H]2CC[C@H](CO)O2)O1)C(=O)c1ccc(C(C)(C)C)cc1 (stereo not given in full),2,.,.,-15%,3,5%,.,.,.,-41%
CCC(C)c1ccc(S(=O)(=O)N2CCN3CCCC3C2)cc1 (stereo not given),7,-3%,19,0%,10,8%,-13%,5,-2%,7%
COc1ccc(C(=O)NCC(=O)OCC(=O)N2CC(C)OC(C)C2)cc1OC (stereo not given),14,.,.,0%,6,9%,.,.,.,20%
O=C1NC(=O)C(=Cc2ccc(Cl)cc2Cl)S1,0,.,.,6%,-8,.,.,.,.,-3%
NC(=O)c1ccccc1OCC(=O)NC12CC3CC(CC(C3)C1)C2,26,-2%,-1,-1%,-10,.,-4%,2,1%,9%
O=C1CSC(=S)N1c1cccnc1,5,6%,0,1%,1,12%,2%,0,0%,-6%
COc1ccc(C(=O)N/C(=C/c2cccs2)C(=O)NCCCn2ccnc2)cc1OC,22,12%,1,-1%,-10,-4%,-1%,4,-1%,6%
COc1ccc(NC(=O)CN2C(=O)CSc3ccc(S(=O)(=O)N4CCC(C)CC4)cc32)cc1,-4,-1%,?,-10%,-5,-4%,2%,0,1%,5%
Cc1cc(C)c(C(=O)N2CCCC(CNS(=O)(=O)c3cccs3)C2)o1 (stereo not given),-5,2%,5,1%,-8,12%,4%,.,0%,8%
COCCn1c(=O)c2c(nc3n2CCN3c2ccc(C)cc2)n(C)c1=O,.,?,0,.,.,-3%,-7%,1,1%,.
COc1ccc(C(=O)COC(=O)CNC(=O)c2cccs2)cc1Br,0,-2%,0,17%,0,13%,?,-1,8%,-18%
CC(=O)NC1CCCc2c1cnn2-c1ccc(C(C)(C)C)cc1 (stereo not given),3,5%,?,1%,6,5%,-4%,2,5%,-16%
CCn1c(CNC(=O)COc2ccc(C(C)C)cc2)nnc1SCC(=O)Nc1ccc(F)cc1,-29,-2%,2,-2%,23,-1%,14%,-4,-1%,-20%
COC(=O)c1ccc(CSCC(=O)Nc2ccccc2)cc1,-3,-4%,16,-1%,-3,0%,-3%,2,1%,19%
CC(=O)N1N=C(c2ccc(Cl)cc2)CC1c1ccc([N+](=O)[O-])cc1 (stereo not given),-4,5%,-4,-8%,14,2%,-17%,3,4%,15%
CCc1ccc(OCC(=O)NCC(c2ccc(Cl)cc2)N2CCCCC2)cc1 (stereo not given),-14,-2%,14,-1%,-3,6%,?,-3,8%,-48%[inhibitor]
CC(=O)N1Cc2ccccc2C(C)CC12CCCC2 (stereo not given),6,9%,2,4%,4,1%,-1%,-1,-1%,-16%
Cc1[nH]n(-c2ccccc2)c(=O)c1N=Nc1cccc([N+](=O)[O-])c1,0,4%,3,-4%,1,0%,-21%,0,0%,?
COc1ccccc1NC(=O)c1ccc(NC(=O)CN2C(=O)CN(C)C2=O)cc1,31,1%,-2,2%,-6,2%,-1%,-1,-2%,7%
CCCN1CCN(CCCNC(=O)Cn2nc(-c3ccc(Cl)cc3)ccc2=O)CC1,7,14%,-7,-1%,42,-6%,1%,4,-1%,8%
COC(=O)c1ccc(NC(=O)c2cn(-c3cccc(C)n3)cn2)cc1,-3,-1%,1,-1%,-7,3%,1%,2,-2%,-2%
Cc1ccnc(NC(c2ccsc2)c2ccc3ccc(C)nc3c2O)c1 (stereo not given),-10,8%,28,0%,2,-1%,1%,-10,0%,-58%[inhibitor]
O=C(c1cc2nc(-c3ccco3)cc(C(F)(F)F)n2n1)N1CCN(c2ccc(F)cc2)CC1,2,?,-1,-4%,1,-6%,-4%,0,-7%,-8%
CCc1ccc2c(c1)/C(=N/N(C)C(=S)NC)C(=O)N2,0,29%,-1,-7%,-1,0%,0%,1,0%,-3%
CCc1nc2ccccc2n1Cc1ccc(F)cc1,0,-8%,13,-2%,2,14%,0%,4,0%,-17%
COc1ccc(Nc2nnc(C)c3ccccc23)cc1C(N)=O,-6,16%,0,4%,0,-3%,6%,2,8%,-10%
COc1ccc(C=CC(=O)C=CC=Cc2ccccc2)cc1,-11,.,.,3%,2,.,.,.,.,-47%[inhibitor]
CCCc1nnc(NC(=O)CCC(=O)N2CCN(Cc3ccc(C)cc3C)CC2)s1,-21,-2%,2,3%,2,-8%,7%,14,7%,19%
CC(NC(=O)C12CC3CC(CC(C3)C1)C2)c1ccc2c(c1)OCCO2 (stereo not given),-23,-8%,7,2%,-2,4%,3%,0,-1%,-27%
O=C(Cc1ccccc1)NCC(=O)N/N=C/c1ccc(Cl)cc1,5,4%,0,-2%,4,2%,1%,3,1%,13%
COc1ccc(C2C(C(=O)Nc3ccc(OC)c(OC)c3)c3ccccc3C(=O)N2C)cc1 (stereo not given),-3,-9%,2,0%,10,-1%,2%,-2,2%,4%
